From PubChem BioAssay
OX1R antag-1: human HCRTR1 antagonism. O43613. CHO/OX1R cells, Fluo-8 calcium fluorescence, orexin A. inhibition, % at 5 µM. 0.43% of 330,000 active. AID 434989;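 active = inhibition above its plate's threshold, mean inhibition of all tested compounds on the plate plus 3 SD, cut at about 37% in these data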;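 note: 0% = orexin A challenge wells and 100% = SB-334867-A antagonist wells; not every result past the cut was called active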
Target sequence (O43613 whole entry, looked up): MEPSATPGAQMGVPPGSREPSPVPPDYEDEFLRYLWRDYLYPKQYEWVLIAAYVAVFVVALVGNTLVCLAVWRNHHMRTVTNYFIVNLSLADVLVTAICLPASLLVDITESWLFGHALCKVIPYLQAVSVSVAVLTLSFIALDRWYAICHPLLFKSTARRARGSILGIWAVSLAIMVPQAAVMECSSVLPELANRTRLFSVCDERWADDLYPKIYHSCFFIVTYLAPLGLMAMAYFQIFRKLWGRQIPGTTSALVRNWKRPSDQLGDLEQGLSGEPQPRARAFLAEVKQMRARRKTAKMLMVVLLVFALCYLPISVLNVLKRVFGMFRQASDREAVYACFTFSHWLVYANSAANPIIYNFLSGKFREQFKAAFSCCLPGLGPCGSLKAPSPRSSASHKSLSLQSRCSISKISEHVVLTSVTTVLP
OX1R antag-2: antagonists of human orexin 1 receptor (OX1R) | OX1R-expressing cells, FRET antagonist read-out | inhibition, % at 6.6 µM | 1.8% of 330,000 active | AID 485270; in the data active = inhibition mostly above about 38%, no sharp cut-off; inactive = mostly below about 40%;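 note: 0% = agonist challenge alone and 100% = reference antagonist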
STK33 inh: blocks human STK33 kinase activity | Q9BYT3 | purified STK33, MBP phosphorylation, ADP-Glo luminescence | inhibition, % at 10 µM | 0.073% of 320,000 active | AID 2661;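 active = inhibition at or above 25%, using the most active replicate where run in duplicate; inactive = inhibition below 25%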
Target sequence (Q9BYT3 whole entry, looked up): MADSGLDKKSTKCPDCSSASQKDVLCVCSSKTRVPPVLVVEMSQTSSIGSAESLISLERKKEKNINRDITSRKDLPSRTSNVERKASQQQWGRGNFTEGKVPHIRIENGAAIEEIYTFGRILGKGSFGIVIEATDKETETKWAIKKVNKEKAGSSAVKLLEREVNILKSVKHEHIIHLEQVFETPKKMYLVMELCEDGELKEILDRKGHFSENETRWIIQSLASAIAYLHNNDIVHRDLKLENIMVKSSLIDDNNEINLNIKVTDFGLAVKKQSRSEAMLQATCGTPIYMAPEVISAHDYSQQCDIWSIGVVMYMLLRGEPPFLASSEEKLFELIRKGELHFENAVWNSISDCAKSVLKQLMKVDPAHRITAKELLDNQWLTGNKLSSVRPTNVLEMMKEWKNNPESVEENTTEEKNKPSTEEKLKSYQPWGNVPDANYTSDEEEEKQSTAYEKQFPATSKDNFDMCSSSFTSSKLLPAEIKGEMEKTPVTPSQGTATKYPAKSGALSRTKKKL
Active calls of the source: *; · = no result given.

1) COc1ccc(C(C(=O)NC2CCCCC2)N(C(=O)Cc2c[nH]c3ccccc23)c2ccc(NC(C)=O)cc2)cc1OC (configuration not stated)
2) Cc1cc(C(=O)COC(=O)c2n[nH]c3ccccc23)c(C)n1CC1CCCO1 (configuration not stated)
3) O=C1c2ccccc2NC(c2ccccc2)N1Cc1ccccc1 (configuration not stated)
4) O=S(=O)(c1ccccc1)c1nc(Cc2ccccc2)oc1N1CCOCC1
5) CNS(=O)(=O)c1ccc(NC(=O)c2csc(C)c2)cc1
Assay by compound,1,2,3,4,5
STK33 inh,-2.1,-0.3,0.5,0.0,-0.5
OX1R antag-1,-20.7,-31.2,-2.7,-12.1,-15.8
OX1R antag-2,13.2,25.3,17.0,4.7,22.6

6) COc1ccc(C(=O)OCC(=O)c2c(N)n(C)c(=O)n(C)c2=O)c(OC)c1OC
7) Cc1ccc(S(=O)(=O)CCc2nnc(NC(=O)C3CCCCC3)s2)cc1
8) COc1cnc(-c2ccccn2)nc1NC(C)C
9) CCOC(=O)c1ccc(NS(=O)(=O)c2ccc3c(c2)n(C)c(=O)n3C)cc1
10) Cc1c(Cl)cccc1N/C(SCC(=O)N1CCCCCC1)=C(/C#N)c1nc2ccccc2s1
Assay by compound,6,7,8,9,10
STK33 inh,0.4,-1.8,-1.8,2.0,9.9
OX1R antag-1,8.5,-11.2,-2.5,-13.6,-21.1
OX1R antag-2,4.1,2.4,18.0,9.5,27.4

11) O=C(CCCCCNC(=O)c1ccccc1)N/N=C/c1ccccc1O
12) CCn1cc(Br)c(C(=O)NCc2ccco2)n1
13) CN1CCN(C(=O)CCc2ccc(S(=O)(=O)NC3CCCCC3)cc2)CC1
14) CCN(CC)S(=O)(=O)c1ccc(NC(=O)c2cc(-c3cccs3)nc3ccccc23)cc1
15) Nc1nc(-c2ccc(Cl)cc2)nn1C(=O)c1cccs1
Assay by compound,11,12,13,14,15
STK33 inh,-1.7,0.2,-1.2,-0.6,-1.4
OX1R antag-1,-5.1,-10.8,-48.2,-0.6,-0.5
OX1R antag-2,6.9,-4.4,18.2,4.6,15.8

16) CC(C)COc1cccc(C(=O)Nc2ccc(N3CCOCC3)cc2N2CCOCC2)c1
17) O=C(N1CCOCC1)C1(c2ccccc2)CCCCC1
18) CCNC(=S)N(Cc1ccc2c(c1)OCO2)C1CC(=O)N(c2ccc(OC)cc2)C1=O (configuration not stated)
19) CC(C)N=c1scc(-c2cccs2)n1/N=C/c1ccc(O)c(O)c1O
20) COc1ccc(CCNC(=O)Cn2cnc3c(nnn3Cc3ccccc3F)c2=O)cc1OC
Assay by compound,16,17,18,19,20
STK33 inh,2.9,-0.1,0.4,-0.7,-0.5
OX1R antag-1,-38.1,-14.2,1.0,19.6,-29.1
OX1R antag-2,7.6,10.5,15.8,16.8,25.2

21) Cc1c(C#N)c(O)[nH]c(=O)c1N=Nc1ccc(S(N)(=O)=O)cc1
22) O=C(Cc1ccccc1F)Nc1cccc2cccnc12
23) COC(=O)[C@]1(Cc2ccccc2)N[C@H](CN(C)C(=O)C2CCCCC2)[C@@H]2C(=O)N(Cc3ccccc3)C(=O)[C@@H]21
24) COc1ccc(C(C)C)cc1S(=O)(=O)n1cnc(C)c1
25) CC(=O)c1ccc(Nc2nc3ccccc3nc2NS(=O)(=O)c2cccs2)cc1
Assay by compound,21,22,23,24,25
STK33 inh,-0.5,0.9,·,-7.7,-0.1
OX1R antag-1,-7.8,-11.6,-7.3,-24.4,-3.1
OX1R antag-2,40.8*,2.9,11.5,19.1,13.0

26) CCN(CC(=O)Nc1c(F)cccc1F)C(=O)CCCc1c[nH]c2ccccc12
27) COC(=O)c1ccc(-c2ccc(/C=N/N3C(=O)C4C5C=CC(CC5)C4C3=O)o2)cc1 (configuration not stated)
28) ClC1CCCCC1n1nnc2ccccc21 (configuration not stated)
29) Cc1nn(-c2ccccc2)c(N)c1C(O)(CSc1nccn1C)C(F)(F)F (configuration not stated)
30) C/C(=N\NC(=O)CN1CCN(Cc2ccccc2)CC1)c1cccs1
Assay by compound,26,27,28,29,30
STK33 inh,-0.2,-0.7,0.1,-1.1,-0.1
OX1R antag-1,-21.6,-17.4,-0.8,-9.7,-19.4
OX1R antag-2,11.1,6.6,31.0,11.3,2.8

31) O=C(COC(=O)/C=C/c1ccc([N+](=O)[O-])cc1)NC(=O)NC1CCCCC1
32) O=C(COC(=O)C12CC3CC(CC(C3)C1)C2)Nc1ccccc1F
33) N#Cc1ccc(-c2nc3cc(Cl)ccc3c(=O)n2O)cc1
34) CCCC(=O)C1=C(O)C(C(=O)OC)C(C)(C)CC1=Nc1ccc(OC)cc1 (configuration not stated)
35) COCCNC(=O)C(c1ccc(C)cc1)N(C(=O)CCC(=O)Nc1ccccn1)c1cccc(C)c1 (configuration not stated)
Assay by compound,31,32,33,34,35
STK33 inh,-2.0,0.5,-1.7,-0.3,-1.6
OX1R antag-1,-13.5,-29.1,-10.8,-27.0,-26.0
OX1R antag-2,10.2,11.8,4.0,21.7,27.1

Structures listed so far shown as hits in OX1R antag-2.
21) Cc1c(C#N)c(O)[nH]c(=O)c1N=Nc1ccc(S(N)(=O)=O)cc1
Assay by compound,21
STK33 inh,-0.5
OX1R antag-1,-7.8
OX1R antag-2,40.8*

Following part
36) O=C(CSc1nnc(CNC(=O)c2ccc(F)cc2)o1)Nc1nccs1
37) CCCOc1ccc(/C=C2\SC(=S)N(CC3CCCO3)C2=O)cc1 (configuration not stated)
38) COCCSc1nnc(NC(=O)c2cc(C(=O)OC)cc([N+](=O)[O-])c2)s1
39) CC(=O)Nc1ccc(-c2cc3ccccc3o2)cc1
40) COc1cc2[nH]c3c(=O)n(CCN4CCOCC4)cnc3c2cc1OC
Assay by compound,36,37,38,39,40
STK33 inh,1.1,0.7,0.7,-0.3,-1.1
OX1R antag-1,2.9,5.6,4.9,16.3,-22.9
OX1R antag-2,9.0,3.9,5.2,23.7,21.2

Compounds 36 to 40, quoted:
36) O=C(CSc1nnc(CNC(=O)c2ccc(F)cc2)o1)Nc1nccs1
37) CCCOc1ccc(/C=C2\SC(=S)N(CC3CCCO3)C2=O)cc1 (configuration not stated)
38) COCCSc1nnc(NC(=O)c2cc(C(=O)OC)cc([N+](=O)[O-])c2)s1
39) CC(=O)Nc1ccc(-c2cc3ccccc3o2)cc1
40) COc1cc2[nH]c3c(=O)n(CCN4CCOCC4)cnc3c2cc1OC
Assay by compound,36,37,38,39,40
STK33 inh,1.1,0.7,0.7,-0.3,-1.1
OX1R antag-1,2.9,5.6,4.9,16.3,-22.9
OX1R antag-2,9.0,3.9,5.2,23.7,21.2

(cont.)
41) COc1ccc(NC(=O)c2ccc(CNc3c(N4CCCC4)c(=O)c3=O)cc2)cc1Cl
42) COc1ccc(/C=C/C(=O)NC(=S)N2CCCC(C(N)=O)C2)cc1 (configuration not stated)
43) Cc1ccc(C)c(NC(=O)CCC(=O)NNS(=O)(=O)c2ccc(Cl)cc2)c1
44) CCCC1(c2ccccc2)NC(=O)N(CC(=O)Nc2ccc(N3CCOCC3)cc2)C1=O (configuration not stated)
45) COc1ccccc1C(=O)NC(CCSC)C(=O)NCC(c1ccccc1OC)N1CCCC1 (configuration not stated)
Assay by compound,41,42,43,44,45
STK33 inh,0.7,-3.4,-1.2,-1.3,-1.6
OX1R antag-1,-3.4,5.5,-14.6,-6.9,-35.7
OX1R antag-2,15.2,7.2,0.6,6.5,16.0

46) N#CCCSCc1ccc(OCC(=O)O)cc1
47) O=C(Nc1ccc2oc(=O)ccc2c1)c1ccco1
48) Cc1ccc(C(c2nnnn2C2CCCC2)N2c3ccccc3CC2C)cc1 (configuration not stated)
49) O=C(CN1CCN(c2ccccc2F)CC1)NCc1ccc(Cl)cc1
50) O=C(Nc1ccc(Cl)cc1)c1cccc(S(=O)(=O)Nc2ccccn2)c1
Assay by compound,46,47,48,49,50
STK33 inh,·,-0.9,0.3,-1.7,0.7
OX1R antag-1,-5.3,-5.4,-3.5,-41.7,-15.4
OX1R antag-2,11.9,6.4,15.5,-1.1,14.4

51) O=C(O)c1cccc(S(=O)(=O)Nc2ccccc2C(=O)NCCc2ccccc2)c1
52) C/C(=N\O)C(=O)NCCCn1ccnc1
53) CC(C)CCn1c(CN2CCN(Cc3ccccc3)CC2)nc2c1c(=O)[nH]c(=O)n2C
54) Fc1ccc(Nc2nnns2)cc1
55) CNC(=O)c1csc(-c2ccncc2)n1
Assay by compound,51,52,53,54,55
STK33 inh,-0.3,-0.8,-0.3,-1.0,0.5
OX1R antag-1,-4.9,-14.2,-11.9,6.9,3.8
OX1R antag-2,12.7,1.3,12.8,11.1,1.4

56) O=S(=O)(c1ccc(C(F)(F)F)cc1)N1CCCN(c2ccc(C(F)(F)F)cn2)CC1
57) COC(=O)CN(C(=S)Nc1ccc(F)cc1)C1CC(=O)N(c2ccc(OC)cc2)C1=O (configuration not stated)
58) CC(C)(CN1CCC(Cc2ccccc2)CC1)NS(=O)(=O)c1ccccc1
59) COc1ccc(C(=O)Nc2c(C)ccc3nsnc23)cc1[N+](=O)[O-]
60) CCC1=NN(C(=O)COc2ccccc2)C(O)(c2ccncc2)C1 (configuration not stated)
Assay by compound,56,57,58,59,60
STK33 inh,-0.4,-2.2,·,-0.5,0.4
OX1R antag-1,-21.1,-16.6,-18.9,-11.1,-14.3
OX1R antag-2,9.1,-2.5,7.2,22.4,10.9

61) COc1cccc(NC(=O)CN(Cc2ccccc2)S(C)(=O)=O)c1
62) O=[N+]([O-])c1ccc(Cc2nnc(-c3ccc(F)cc3)o2)cc1
63) Cc1onc(-c2cccc(Cl)c2Cl)c1C(=O)O/N=C(\N)c1ccc([N+](=O)[O-])o1
64) CC1(C(=O)NCc2ccccn2)C=CCN1C(=O)c1ccccc1 (configuration not stated)
65) COc1ccc(-c2[nH]ncc2/C=N/NC(=O)c2ccncc2)c(OC)c1
Assay by compound,61,62,63,64,65
STK33 inh,-0.2,-2.3,0.0,-0.1,-0.5
OX1R antag-1,8.1,-13.1,-22.8,-7.2,-6.8
OX1R antag-2,29.3,11.5,28.2,14.4,7.3

66) O=C(NCc1ccccc1)c1ccccc1Br
67) CCC1(N(C(C)=O)c2ccc(OC)cc2)C(=O)c2ccccc2C1=O
68) CC(=O)c1cccc(NC(=O)CSc2nc(=O)n(Cc3ccccn3)c3c2CCC3)c1
69) CCOC(=O)c1sc(NC(=O)/C=C/c2cnn(C)c2C)c(C(=O)OCC)c1C
70) COc1ccc(NC(=O)CN(C)CC(=O)Nc2ccc(Cl)cc2F)cc1
Assay by compound,66,67,68,69,70
STK33 inh,-0.9,-2.1,-1.1,0.1,-0.1
OX1R antag-1,-10.2,-23.1,-45.1,-35.0,-22.9
OX1R antag-2,10.7,5.4,6.5,28.3,20.2

71) CCN(CC)S(=O)(=O)c1ccc(S(=O)(=O)N2CCC(C(=O)NC3CCN(Cc4ccccc4)CC3)CC2)cc1
72) CC(C)CC1NC(=O)N(CC(=O)Nc2cc(F)ccc2F)C1=O (configuration not stated)
73) CCOC(=O)C1=C(C)NC(C)=C(C(=O)OCCNC(=O)c2cccnc2)C1c1cccc([N+](=O)[O-])c1 (configuration not stated)
74) Cc1ccc(S(=O)(=O)CCC(=O)OCc2ccc(Cl)cc2)cc1
75) COc1ccccc1CC(=O)Nc1ccc(S(=O)(=O)N(C)C2CCN(C)CC2)cc1
Assay by compound,71,72,73,74,75
STK33 inh,-0.6,-0.3,-4.6,-1.0,-0.2
OX1R antag-1,6.9,-9.2,-31.9,-4.5,-10.8
OX1R antag-2,23.2,-1.1,15.2,17.1,7.6

76) CC(=O)c1ccc(NC(=O)c2ccn(C(=O)OCC(C)C)n2)cc1
77) NS(=O)(=O)c1ccc(NC(=O)c2ccc(COc3ccccc3)o2)cc1
78) O=C(CCCN1C(=O)c2cccc3cccc(c23)C1=O)NCCN1CCOCC1
79) O=C(COC(=O)c1cccc2ccccc12)Nc1cccnc1Cl
80) Cc1cc(C)nc(/N=C2/NC(=O)CS2)n1
Assay by compound,76,77,78,79,80
STK33 inh,1.6,-0.1,-1.1,-1.5,-1.3
OX1R antag-1,-7.7,1.6,-8.9,-38.4,-8.3
OX1R antag-2,9.4,8.0,29.0,16.9,10.8

81) CCOCCn1c(N2CCCC2)nc2c1c(=O)[nH]c(=O)n2C
82) Cc1cc(C(=O)Nc2nc3c(s2)CCCC3)cs1
83) Cn1c(SCC(=O)NCCN2C(=O)CSC2=O)nc2ccccc2c1=O
84) Cc1ccc(CN(Cc2cc3cc4c(cc3[nH]c2=O)OCCO4)Cc2nnnn2Cc2ccco2)cc1
85) CCCC(=O)N1CCN(c2nnc(-c3ccc(C)cc3)c3ccccc23)CC1
Assay by compound,81,82,83,84,85
STK33 inh,0.0,0.4,-0.3,0.5,0.6
OX1R antag-1,5.5,-2.4,-25.2,-8.7,-51.2
OX1R antag-2,14.2,16.6,28.1,2.2,13.3
